# Bim-Bcl-W – inhibitors of Bim-Bcl-W interaction, human; Q92843; bead-based flow cytometry, Bim peptide-Bcl-W binding; inhibition, % at 10 µM; actives 0.02% (n = 190,000);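 note: 0% = bound tracer without compound and 100% = peptide blocker; higher means less fluorescent Bim peptide bound to Bcl-W beads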
# Target sequence (Q92843 whole entry, looked up): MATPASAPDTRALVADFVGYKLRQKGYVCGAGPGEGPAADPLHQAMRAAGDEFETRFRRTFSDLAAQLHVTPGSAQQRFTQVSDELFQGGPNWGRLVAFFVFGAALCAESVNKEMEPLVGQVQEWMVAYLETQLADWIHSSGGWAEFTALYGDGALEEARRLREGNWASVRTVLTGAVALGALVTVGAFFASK
# Rac1 wt GTP bind – human Rac1 wildtype GTP binding, inhibitors and activators | GTP binding activity (% of control), % at 10 µM | P63000 | AID 757 | actives 0.27% (n = 190,000) | GST-Rac1 beads, fluorescent GTP binding, flow cytometry; actives lie on both sides; 0 = cold GTP competed, 100 = untreated;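 active = GTP binding activity at least 20 points away from the 100% control level, either lower or higher; inconclusive = compound flagged as likely green fluorescent, judged across all proteins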
# Bim-Bcl-B – human Bim-Bcl-B interaction inhibition; Q9HD36; bead-based flow cytometry, Bim peptide-Bcl-B binding; inhibition, % at 10 µM; actives 0.073% (n = 190,000);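 note: 0% = tracer peptide without compound and 100% = reference inhibitor peptide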
# Target sequence (Q9HD36 whole entry, looked up): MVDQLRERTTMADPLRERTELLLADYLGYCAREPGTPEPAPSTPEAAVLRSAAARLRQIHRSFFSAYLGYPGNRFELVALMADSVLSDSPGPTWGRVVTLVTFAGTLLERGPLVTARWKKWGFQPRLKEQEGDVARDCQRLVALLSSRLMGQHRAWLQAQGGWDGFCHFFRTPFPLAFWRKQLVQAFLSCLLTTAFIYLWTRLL
# Rac1 mut GTP – modulators of GTP binding to human Rac1 activated mutant. percent activity (GTP binding), % at 10 µM. actives 0.11% (n = 190,000). GST-Rac1 activated beads, fluorescent GTP binding, flow cytometry; actives lie on both sides; 100% means binding = to untreated wells. AID 764. P63000;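 active = GTP binding at least 20 percentage points away from the 100% baseline, in either direction, so actives lie on both sides; inconclusive = Compound likely fluorescent itself, or too few beads counted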
# Rab2A wt mod – changes GTP binding to wildtype dog Rab2A, up or down. GTP binding activity, % at 10 µM. P61105. GST-Rab2 wt beads, Bodipy-GTP binding, flow cytometry. actives 0.19% (n = 190,000);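 active = GTP binding activity at least 20 points away from 100%, either lowered or raised; inconclusive = signal likely due to the compound's own green fluorescence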;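 note: 0% = beads with excess unlabeled GTP and 100% = no-compound control corrected for plate trend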
# Cdc42 wt – modulators (inhibitors or activators) of GTP binding to human Cdc42 wildtype. GST-Cdc42 beads, Bodipy-GTP binding, flow cytometry; actives lie on both sides. percent activity (GTP binding), % at 10 µM. actives 0.2% (n = 190,000);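 active = percent activity GTP binding at least 20 points away from the 100% baseline, either down as inhibitor or up as activator; inconclusive = compound flagged as likely green fluorescent from well-wide comparison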;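 note: median bead fluorescence of bound Bodipy-FL-GTP at 100 nM; 0% = excess unlabeled GTP control and 100% = no compound control; below 100% means less GTP binding so inhibitor and above means activator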
# Target sequence (P60953 whole entry, looked up): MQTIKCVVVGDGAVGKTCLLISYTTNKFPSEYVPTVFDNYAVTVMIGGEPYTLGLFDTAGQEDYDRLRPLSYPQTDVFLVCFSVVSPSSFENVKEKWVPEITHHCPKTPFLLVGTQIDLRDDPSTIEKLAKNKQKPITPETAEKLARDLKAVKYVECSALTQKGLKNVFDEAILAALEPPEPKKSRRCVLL
# HRas wt GTP – changes GTP binding to wildtype human HRas | P01112 | actives 0.14% (n = 190,000) | GST-Ras wt beads, Bodipy-FL-GTP binding, flow cytometry; actives lie on both sides | GTP binding activity, % at 10 µM | AID 759;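 active = GTP binding activity at least 20% away from the 100% baseline, either lowered as inhibitor or raised as activator; inconclusive = flagged as likely green fluorescent, judged across all proteins in the well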;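 note: 0% = unlabeled GTP competition control and 100% = no-compound control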
# Target sequence (P01112 whole entry, looked up): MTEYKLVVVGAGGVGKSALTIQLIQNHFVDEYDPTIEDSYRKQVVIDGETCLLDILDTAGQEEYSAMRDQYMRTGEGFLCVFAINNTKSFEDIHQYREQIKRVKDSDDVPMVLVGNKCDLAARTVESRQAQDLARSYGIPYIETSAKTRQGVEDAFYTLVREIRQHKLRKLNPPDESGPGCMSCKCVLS
# Bim-Bcl-2 – disrupts Bim peptide binding to human Bcl-2; Bead-based flow cytometry, Bim peptide-Bcl-2 binding; inhibition, % at 10 µM; actives 0.06% (n = 190,000); AID 950; in the data active = inhibition above about 40%; inconclusive = no clear call, values can overlap the other calls;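 note: 0% = no compound wells with probe peptide and 100% = reference peptide inhibitor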
# Target sequence (P10415 whole entry, looked up): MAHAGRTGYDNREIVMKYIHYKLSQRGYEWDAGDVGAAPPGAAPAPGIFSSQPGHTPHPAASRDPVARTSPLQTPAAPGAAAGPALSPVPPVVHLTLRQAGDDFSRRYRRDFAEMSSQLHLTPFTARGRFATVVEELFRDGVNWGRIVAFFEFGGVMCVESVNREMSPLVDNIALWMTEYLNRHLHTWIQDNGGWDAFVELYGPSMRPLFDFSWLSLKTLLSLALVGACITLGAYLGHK
# Rab7 wt modul – alters GTP binding to wildtype dog Rab7; GST-Rab7 beads, fluorescent GTP binding, flow cytometry; actives lie on both sides; untreated = 100%, excess cold GTP = 0%; GTP binding activity (percent of control), % at 10 µM; actives 0.055% (n = 190,000); AID 758;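 active = fluorescent GTP binding to Rab7 beads changed by at least 20 points from the 100% baseline, either direction, mostly lower; inconclusive = compound itself probably fluorescent, or too few beads counted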;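 note: median green fluorescence of bound Bodipy-FL-GTP per Rab7 bead population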
# Bcl-XL Bim block – human Bim-Bcl-XL interaction inhibition. Bim peptide-Bcl-XL binding, bead flow cytometry, fluorescence. Q07817. actives 0.04% (n = 190,000). inhibition, % at 10 µM
# Bfl-1 Bim block – human Bim-Bfl-1 interaction inhibition. Q16548. Bead-based flow cytometry, Bim-Bfl-1 binding inhibition. inhibition, % at 10 µM. actives 0.12% (n = 190,000). AID 1008;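 note: 0% = wells without compound plus tracer and 100% = blocker peptide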
# Numbers without * were called inactive; ? = inconclusive. Cut-off read from the data, not from the text of the source, unless noted: active = inhibition above about 40%.
SMILES,Bim-Bcl-W,Rac1 wt GTP bind,Bim-Bcl-B,Rac1 mut GTP,Rab2A wt mod,Cdc42 wt,HRas wt GTP,Bim-Bcl-2,Rab7 wt modul,Bcl-XL Bim block,Bfl-1 Bim block
COc1ccc(N(CC(=O)NCc2ccco2)S(C)(=O)=O)cc1OC,2,108,-5,100,103,106,104,-6,102,11,-9
CCOc1ccc(N(CC(=O)N2CCc3ccccc32)S(=O)(=O)c2c(C)noc2C)cc1,0,101,-10,98,100,98,100,-6,99,-3,-14
O=C(NCC(F)(F)F)Nc1cccnc1,-4,104,-5,100,101,104,99,-3,100,-6,-3
O=C1c2ccccc2C(=O)N1CCc1csc(-c2ccc(F)cc2)n1,-1,97,-8,95,98,96,96,-13,98,-9,-10
Cn1nccc1C(=O)Nc1ccn(C23CC4CC(CC(C4)C2)C3)n1,-7,102,-7,102,100,102,100,-10,99,-7,-17
c1ccc(C(c2nnnn2Cc2ccco2)N2CCN(C3CCCC3)CC2)cc1 (stereo not given),0,104,-5,99,101,102,103,-10,101,-4,-13
Cc1ccc(NC(=O)c2cccc(OCc3c(C)noc3C)c2)cc1S(=O)(=O)Nc1ccccc1Cl,-2,95,-4,99,96,96,96,-7,92,-7,-16
COc1ccc(N2C(=O)CC(N3CCC(c4nc5ccccc5[nH]4)CC3)C2=O)cc1 (stereo not given),0,97,-5,98,97,99,98,-10,96,0,-13
C/C(=N\NC(=O)C1CC1)c1ccccc1O,-4,99,-6,97,97,97,97,-6,106,-3,-7
COC(=O)c1ccccc1S(=O)(=O)NC(=O)c1ccccc1,-5,104,-12,98,103,102,100,-7,100,-13,-24
CCCCCCC1CC(CCc2nc(=S)[nH][nH]2)C(=O)O1 (stereo not given),-2,100,-32,101,98,94,99,0,97,-14,12
O=C1/C(=C/c2ccc(F)cc2)SC(=S)N1Nc1ncc(C(F)(F)F)cc1Cl,10,97,8,95,94,97,97,9,94,8,7

# The closing two entries of the section before are carried over, then new ones follow.
SMILES,Bim-Bcl-W,Rac1 wt GTP bind,Bim-Bcl-B,Rac1 mut GTP,Rab2A wt mod,Cdc42 wt,HRas wt GTP,Bim-Bcl-2,Rab7 wt modul,Bcl-XL Bim block,Bfl-1 Bim block
CCCCCCC1CC(CCc2nc(=S)[nH][nH]2)C(=O)O1 (stereo not given),-2,100,-32,101,98,94,99,0,97,-14,12
O=C1/C(=C/c2ccc(F)cc2)SC(=S)N1Nc1ncc(C(F)(F)F)cc1Cl,10,97,8,95,94,97,97,9,94,8,7
O=C(O)/C=C/C(=O)N(Cc1ccc2c(c1)OCO2)C1CC(=O)N(CCc2ccccc2)C1=O (stereo not given),1,98,-2,94,103,100,98,-4,104,-4,-5
CCn1c(COc2ccccc2)nnc1SCC(=O)c1cccc([N+](=O)[O-])c1,0,?,-2,?,?,?,?,-1,?,-1,0
CCOC(=O)c1csc(NC(=O)c2ccccc2)n1,1,107,-7,99,102,101,101,-7,99,-1,-8
Cc1noc(NS(=O)(=O)c2ccc(NC(=O)COc3ccc(Cl)cc3Cl)cc2)c1C,-2,100,0,95,105,104,102,-4,100,-2,0
CC(=O)c1c(C)[nH]c(C(=O)Nc2cccc(S(=O)(=O)N3CCOCC3)c2)c1C,-1,103,-3,97,98,102,98,-2,102,0,-1
Cc1nc2nc[nH]n2c(=O)c1CC(=O)O,-4,103,0,100,105,105,104,3,104,-3,0
COc1ccc(-c2cc(=O)oc3c(C)c(OC(=O)c4cccs4)ccc23)cc1,-10,?,-28,?,?,?,?,-9,?,-9,-12
Cc1cc(NC(=O)c2cc(-c3cccs3)on2)nn1Cc1ccc(Cl)cc1,0,107,-6,100,102,105,103,-8,100,-7,-17
Cc1ccccc1NC(=O)CSc1nnc(C)c(=O)[nH]1,0,104,-3,100,102,100,102,-5,109,-3,-6
COC(=O)c1cn(C(=O)c2ccc(C)cc2C)c2ccccc12,0,99,-5,93,93,95,96,-4,95,-3,-7
O=C(O)CSC(C(=O)Nc1ccc(Br)cc1)c1ccccc1 (stereo not given),-2,93,-1,91,92,92,95,-5,103,-1,-4
Cn1c(Cn2c(=O)sc3ccccc32)nnc1SCC(=O)NCCc1ccccc1,-5,103,-10,98,100,101,100,0,103,-7,-7
Cc1cc(NC(=O)CSc2nc3ccccc3c(=O)n2C2CCCC2)no1,2,104,0,101,102,102,100,2,103,0,0
CCCCN(C)Cc1c(C)[nH]c2ccc(Cl)cc2c1=O,-3,101,-1,87,99,96,100,0,102,0,-2
Cc1ccc(/C=C/C(=O)O)cc1S(=O)(=O)N(C)CCO,-6,104,-10,100,100,102,100,-6,97,-11,-6
COc1ccc(Cc2nc3c4c(ncn3n2)Oc2c(ccc3ccccc23)C4c2ccc(OC)c(OC)c2)cc1 (stereo not given),-3,102,-10,100,98,101,98,-6,99,-8,-11
C(#Cc1ccccc1)Cn1nnc2ccccc21,3,108,-6,97,98,101,101,-3,100,0,-6
N#CCC(=O)Nc1ccc(C(=O)OCC(=O)Nc2ccccc2Sc2ccccc2)cc1,0,108,-3,97,100,100,104,-4,106,-2,-4
COc1ccc(C)cc1NC(=O)CSc1ccc(-c2cccnc2)nn1,0,97,-3,100,94,100,100,-4,95,-1,-5
CCc1nnc(NS(=O)(=O)c2ccc(N=Cc3c(C)[nH]n(-c4ccc(C)c(C)c4)c3=O)cc2)s1,0,85,-8,89,82,92,85,-17,92,-5,-8
CCN(CC)S(=O)(=O)c1ccc(N2CCCC2)c(NS(=O)(=O)c2cccs2)c1,0,96,-5,94,94,91,92,-2,95,0,4
CNC(=S)N1CCN(c2cccc(OC)c2)CC1,2,97,-4,96,96,97,97,0,94,3,3
Cc1ccc(-c2nn(-c3ccccc3)cc2C(=O)N2CCOCC2)cc1C,-1,101,-1,95,97,95,98,1,99,-3,-2
Cc1onc(-c2ccccc2Cl)c1C(=O)Nc1ccccc1C(N)=O,-2,103,0,101,103,103,105,-2,104,-1,-4
COc1ccc(-c2c[n+]3c(n2-c2c(C)n(C)n(-c4ccccc4)c2=O)CCCCC3)cc1,0,99,-4,97,99,96,98,-4,102,-1,-2
O=C(c1ccc(Cl)cc1)N1CCN(C(=O)c2ccco2)CC1,-2,105,-6,101,99,103,101,-4,101,-3,-13
COc1cc(CCCN2C(=S)NC[C@@H]2c2ccccc2)cc(OC)c1OC,0,98,-8,96,99,95,98,4,101,5,0
NC(=O)C1CCCN(C(=S)Nc2cccc3ccccc23)C1 (stereo not given),-6,101,-9,98,99,98,97,-7,96,-7,-6
CCOC(=O)C1=C(O)C(=O)NC(c2ccccc2)=C(OC2CCCCC2)C1,-2,100,-2,98,97,99,99,-2,95,-5,0
Cc1csc(C(=O)O)c1-n1cccc1,0,105,-9,99,102,104,103,-7,101,0,-4
CCC(C)(C)c1ccc(Oc2ccc(N)cc2)cc1,-1,97,-6,88,90,88,94,0,97,-2,-4
COc1ccc(-c2cc(C(=O)Nc3c(C)nn(Cc4ccccc4Cl)c3C)no2)cc1OC,0,97,-4,96,98,99,96,-7,98,-3,-20
COc1ccc(O)c(-c2cc(C(F)(F)C(F)F)nc(-c3ccccc3)n2)c1,0,99,-12,96,99,101,99,-5,99,-10,-13
COc1cccc(-n2cnc3sc(C)cc3c2=O)c1,-1,100,-4,98,97,97,94,-3,94,1,-7
Cc1ccc(S(=O)(=O)N2CCN(C(=O)c3ccccn3)CC2)c(C)c1,-2,96,0,95,98,94,95,1,98,0,4
Cc1cccc(Cn2c(SCCO)nc3c2c(=O)n(C)c(=O)n3C)c1,3,102,-8,98,99,100,100,-5,99,-3,-6
COc1ccc2cc(CN(CC3CCCO3)S(=O)(=O)c3ccccc3Cl)c(=O)[nH]c2c1 (stereo not given),0,101,-7,98,98,99,99,-10,100,-7,-14
O=C(COc1ccc(/C=N/NC(=O)c2ccc(O)cc2)cc1)Nc1cccc([N+](=O)[O-])c1,0,98,-4,96,96,96,96,1,95,-1,-2
CCOC(=O)N/N=C/c1ccc(N(CC)CC)cc1O,1,105,-4,99,103,106,107,1,107,-2,9
O=C(O)C1C2CCC(O2)C1C(=O)Nc1ccc(O)cc1 (stereo not given),-1,101,-9,98,97,99,98,-6,94,-6,-6
CN(C)CCNc1oc(COc2ccc(-c3ccccc3)cc2)nc1C#N,-3,101,-8,99,100,101,100,-7,102,-3,-15
Cc1c(Cl)cccc1NC(=S)N1CCCN(Cc2ccc(F)cc2)C1,-2,102,-4,100,100,101,100,-4,99,0,-4
COc1ccc2o/c(=N/NC(=O)c3cccs3)c(C(N)=O)cc2c1,15,57*,18,80,61*,60*,61*,2,91,28,4
CCn1c(Cn2nnc(-c3ccccc3)n2)nnc1SCC(=O)Nc1ccc(C(C)=O)cc1,-2,97,-1,96,96,98,99,-3,96,2,-1
O=C(CSCc1ccc(Cl)cc1)N/N=C/c1ccco1,-4,100,-2,97,97,96,99,-1,96,-4,-3
Cc1ccc2c(c1)cc(CN(Cc1cccs1)C(=O)c1ccco1)c1nnnn12,10,102,9,95,98,100,98,12,100,10,9
CCC(C)NC(=O)C1CCCN(S(=O)(=O)c2ccc(-n3cnnn3)cc2)C1 (stereo not given),0,110,-9,102,101,102,102,-6,99,-3,-12
CCOc1ccc(CNn2nnnc2N)cc1,-4,102,-7,98,99,100,98,-9,101,-8,-9
CCOc1ccc(C(=O)Nc2cccc([N+](=O)[O-])c2)cc1Br,-1,100,-2,100,100,105,101,-4,105,-4,1
CCOc1ccc(N2C(=O)C3CCCN3C2=O)cc1 (stereo not given),-2,96,-2,96,96,96,99,-1,102,-1,0
CC(C)OC(=O)/C(C#N)=C/c1c[nH]c2ccccc12,-1,101,-3,97,99,93,99,0,101,-2,0
O=C(O)C(Cc1ccccc1)n1c(=S)[nH]c2ccccc2c1=O (stereo not given),-2,102,0,95,94,96,97,-4,95,-2,-1
C/C(=N/NC(=O)c1ccc(Br)o1)c1ccncc1,-10,102,-14,99,99,103,100,-10,103,-11,-19
CC1=CCC(COC(=O)Nc2ccccc2)CC1 (stereo not given),0,101,-1,98,100,102,100,-2,100,2,-1
Cc1cc(C)c(NC(=O)CSc2nnc(-c3ccncc3)n2Cc2ccco2)c(C)c1,4,109,-3,98,100,103,101,-1,104,1,-7
CC(=O)c1sc2nc(CSc3nnnn3-c3ccccc3)[nH]c(=O)c2c1C,-1,92,-7,90,94,90,95,-1,101,-2,0
CC(C)OCCCN1CN(S(=O)(=O)c2ccccc2)c2nc3ccccc3nc21,0,102,-6,97,100,101,98,-9,100,-9,-15
O=C1CCCN1c1ccc(S(=O)(=O)Oc2ccc(Cl)cc2)cc1[N+](=O)[O-],-2,99,-1,97,100,102,100,-3,94,-3,-2

# Screening data (PubChem BioAssay)
